MRP1 act – activates MRP-1; H69AR cells + doxorubicin, viability rescue, CellTiter-Glo; viability increase, % at 10 µM; actives 0.61% (n = 140,000); AID 799;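 active means viability gain under doxorubicin at or above a set limit, the compound median plus 3 SD, cut at about 4.7% in these data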;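 further: MRP-1 overexpressing cells given doxorubicin 25 µM after compound pretreatment; 18-22 h compound pretreatment then 72 h with doxorubicin before readout; 0% = doxorubicin-only wells and 100% = vehicle-treated cells without doxorubicin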
BB579 growth dn – yeast BB579 growth reduction in restrictive medium; S. cerevisiae BB579 growth, OD615, 48 h; inhibition, % at 10 µM; actives 0.51% (n = 140,000);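 active means inhibition above a set limit, 3 SD over the mean compound inhibition, cut at about 44% in these data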; further: inactives centre near -24
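System: Saccharomyces cerevisiae DeaD strain BB579, replicative lifespan model yeast | Buffer or medium: Restrictive glucose-based CSMM-D medium | Times: 4 h preincubation and 48 h exposure at 30 °C | Detection: OD615 turbidity measurement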
Yeast life ext – yeast lifespan extension | actives 0.68% (n = 130,000) | S. cerevisiae growth with nicotinamide, OD615; deaD strain in restrictive glucose medium | inhibition of the nicotinamide effect, % at 10 µM | AID 775;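 active means inhibition above a set limit, placed 3 SD over the median of all compounds, cut at about 26% in these data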;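 further: 0% = nicotinamide-treated wells and 100% = cells grown without nicotinamide; some compounds called inactive have numbers as strong as hits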
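System: Modified budding yeast, DeaD strain | Buffer or medium: Restrictive glucose medium | Also added: 1.5 mM nicotinamide | Doses: 10 µM single point, 0.25% DMSO | Schedule: 48 h compound exposure at 30 °C, humidified | Detection: Absorbance at 615 nm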
NPY-Y2 antag – blocks the human neuropeptide Y Y2 receptor; NPY-Y2 expressing cells, antagonist mode; inhibition, % at 2.7 µM; actives 0.99% (n = 140,000); AID 793; in the data active means inhibition above about 17%;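 further: 0% = vehicle with agonist challenge and 100% = reference antagonist with challenge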
Target sequence (P49146 whole entry, looked up): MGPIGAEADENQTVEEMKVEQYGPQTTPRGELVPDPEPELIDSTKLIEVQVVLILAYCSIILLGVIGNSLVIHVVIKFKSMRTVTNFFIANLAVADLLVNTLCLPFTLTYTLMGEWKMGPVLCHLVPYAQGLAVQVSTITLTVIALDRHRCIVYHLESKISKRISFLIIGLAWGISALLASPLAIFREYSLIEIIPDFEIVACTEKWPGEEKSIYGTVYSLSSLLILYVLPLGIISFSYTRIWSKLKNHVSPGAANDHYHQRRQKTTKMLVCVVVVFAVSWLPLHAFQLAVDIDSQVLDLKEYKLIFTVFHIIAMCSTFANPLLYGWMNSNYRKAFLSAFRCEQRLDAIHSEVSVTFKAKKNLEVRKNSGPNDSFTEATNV
PTEN del growth – suppresses growth of cells with PTEN deletion; HCT116 PTEN-null viability, CellTiter-Glo, 60 h; stronger effect = lower value; AID 827; actives 1.2% (n = 140,000); viability, % at 10 µM;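 active means viability at or below a set limit, 4 SD under the median of all tested compounds, cut at about 3.7% in these data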;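 further: PTEN knockout HCT116 line with beta catenin targeted HCT116 as companion control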
E-sel TNF inh – TNF alpha driven E-selectin expression inhibition; HUVEC TNFa-induced E-selectin immunofluorescence, high content; inhibition, % at 2 µM; actives 0.71% (n = 120,000); AID 1246;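 active means inhibition above the batch mean plus 3 SD, and confirmed as a hit on visual image review, cut at about 43% in these data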;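 further: 0% = TNF-stimulated DMSO wells and 100% = unstimulated control wells; not every result past the cut was called active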
Phagocytosis inh – macrophage phagocytosis inhibition; AID 1029; J774A.1 macrophage IgG-bead phagocytosis, imaging; actives 0.07% (n = 110,000); inhibition, % at 5 µM;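 active means inhibition above the mean of the plate negative controls plus 5 SD, cut at about 13% in these data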;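 further: phagocytic index as fraction of beads internalized from green versus red external bead signal; plate controls were DMSO negative control for no effect and cytochalasin-D positive control for full effect; some results beyond the cut were filed as inactive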
bCat KO growth – beta-catenin-lacking colon tumor cell growth suppression; HCT116 beta-catenin knockout viability, CellTiter-Glo, 60 h; stronger effect = lower value; AID 818; actives 1.5% (n = 140,000); viability, % at 10 µM;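 active means viability at or under a set limit, the compound median less 4 SD, cut at about 6% in these data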;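 further: 0% = Hyamine 1622 control at 20 µM and 100% = untreated cell control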
GALR2 blocker – GALR2 (human) receptor antagonism | actives 0.39% (n = 140,000) | inhibition, % at 4 µM | O43603 | GALR2-expressing cells, antagonist mode; in the data active means inhibition above about 27%;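 further: cells stimulated with galanin 1-16 at roughly its EC80; 0% = agonist challenge control and 100% = basal control without agonist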
Target sequence (O43603 whole entry, looked up): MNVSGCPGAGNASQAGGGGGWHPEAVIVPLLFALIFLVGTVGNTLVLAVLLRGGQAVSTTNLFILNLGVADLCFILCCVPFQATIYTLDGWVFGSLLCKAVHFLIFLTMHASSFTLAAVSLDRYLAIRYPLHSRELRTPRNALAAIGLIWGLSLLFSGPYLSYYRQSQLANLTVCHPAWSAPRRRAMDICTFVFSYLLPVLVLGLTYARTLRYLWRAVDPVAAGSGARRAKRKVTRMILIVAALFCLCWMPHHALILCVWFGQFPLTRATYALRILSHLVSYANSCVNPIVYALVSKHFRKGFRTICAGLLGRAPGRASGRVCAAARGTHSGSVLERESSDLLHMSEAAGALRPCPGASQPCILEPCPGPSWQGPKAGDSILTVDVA
Measles CPE – protection of cells from measles virus; AID 841; actives 1.5% (n = 140,000); Measles virus-infected cells, CPE protection, absorbance; protection (pct of control), % at 4 µM; in the data active means protection mostly above about 24%, no sharp cut-off; inactive means mostly below about 26%; further: some compounds called inactive have numbers as strong as hits
Active calls of the source: *; nt = not tested or not shown.

SMILES	MRP1 act	BB579 growth dn	Yeast life ext	NPY-Y2 antag	PTEN del growth	E-sel TNF inh	Phagocytosis inh	bCat KO growth	GALR2 blocker	Measles CPE
NC(Cc1ccc(O)c([N+](=O)[O-])c1)C(=O)O (stereo unspecified)	-0.9	-62	5	4	102	nt	0	102	-5	6
O=C(O)CC(Cc1ccccc1)C(=O)Nc1ccc([N+](=O)[O-])cc1 (stereo unspecified)	0.3	-35	2	8	96	nt	-11	88	-7	6
O=C1CC(Sc2ncccn2)C(=O)N1c1ccccc1C(F)(F)F (stereo unspecified)	-0.9	-29	-13	1	101	-1	0	94	-5	10
COc1ccccc1N1CCN(C(c2cc3ccc(C)cc3[nH]c2=O)c2nnnn2C2CCCC2)CC1 (stereo unspecified)	-3.4	-46	-2	2	8	nt	-1	3.0*	4	3
CCc1ccccc1NC(=O)CCC(=O)OCC(=O)c1ccc(-c2ccccc2)cc1	-2.1	-19	-3	3	102	-26	-4	95	0	18
O=S(=O)(N/N=C/c1ccccc1OCc1ccc(Cl)cc1)c1ccccc1	0.3	-35	12	8	45	nt	-5	33	-9	4
Cc1ccc(-c2nnc(-c3ccc(Br)cc3)o2)o1	1.0	-31	-27	0	100	-8	-1	102	0	1
CCCCOC(=O)CCn1[nH]c(=O)c2ccccc2c1=O	-3.2	-36	25	2	95	10	0	105	-3	18
O=C(CN1CCN(CCO)CC1)Nc1ccccc1	-1.7	-25	nt	2	92	-10	nt	102	3	7
CC1CCN(CC(=O)Nc2ccccc2Sc2ccccc2)CC1	-4.0	-31	2	3	84	nt	-16	75	7	5
CCn1cc(C(=O)N/N=C(/C)c2ccc(F)cc2)c(=O)c2cc(F)c(N3CCCC3)cc21	0.4	-52	-14	-1	113	-8	nt	105	20	6
c1csc(-c2nc(-c3ccncc3)no2)c1	0.6	-32	-14	3	99	-11	1	105	7	21
CCc1nnc(SCC(=O)Nc2ccc3c(c2)OCO3)o1	-3.3	-28	-12	2	101	1	nt	113	-11	8
Cc1ccc(S(=O)(=O)NCCSc2nnnn2-c2ccccc2)cc1	-3.1	-8	nt	6	91	-18	nt	92	3	11
Cc1ccc(C(C(=O)Nc2ccc3c(c2)OCO3)N(C)C(=O)/C=C\c2ccc3c(c2)OCO3)cc1 (stereo unspecified)	-0.4	-43	16	3	92	nt	-3	90	-3	19

Profiles as entered above. Order of screens: MRP1 act, BB579 growth dn, Yeast life ext, NPY-Y2 antag, PTEN del growth, E-sel TNF inh, Phagocytosis inh, bCat KO growth, GALR2 blocker, Measles CPE
CCc1nnc(SCC(=O)Nc2ccc3c(c2)OCO3)o1 in the list: -3.3, -28, -12, 2, 101, 1, nt, 113, -11, 8
Cc1ccc(C(C(=O)Nc2ccc3c(c2)OCO3)N(C)C(=O)/C=C\c2ccc3c(c2)OCO3)cc1 (stereo unspecified) in the list: -0.4, -43, 16, 3, 92, nt, -3, 90, -3, 19

More entries.
SMILES	MRP1 act	BB579 growth dn	Yeast life ext	NPY-Y2 antag	PTEN del growth	E-sel TNF inh	Phagocytosis inh	bCat KO growth	GALR2 blocker	Measles CPE
COc1ccc(N2C(=O)CC(N3CCOCC3)C2=O)cc1 (stereo unspecified)	1.1	-13	-5	2	96	-2	-2	97	8	7
COc1cc(C=Nc2ccccc2C(=O)Nc2ccccc2)cc(OC)c1OC	-3.9	-30	0	3	95	10	-2	89	7	10
O=C(CSCCO)Nc1ccc(C23CC4CC(CC(C4)C2)C3)cc1	-0.6	-36	nt	1	67	9	nt	78	-7	2
COc1ccc(Cn2c(C)nc3oc4cc(OC)ccc4c(=O)c3c2=O)cc1	-0.4	-91	-6	11	109	nt	-1	97	5	16
Cc1oc2cc(O)ccc2c(=O)c1Oc1ccccc1	1.2	-20	16	4	109	nt	nt	100	-3	6
CC1(C)CC(=O)C2=C(C1)N(c1ccccc1)C(=O)C2(O)C(F)(F)F (stereo unspecified)	-0.9	-49	4	-1	85	nt	-6	98	-1	16
COC(=O)c1cccc(COC(=O)c2ccc(CS(=O)(=O)c3ccc(C)cc3)cc2)c1	-0.8	-59	-5	13	103	-1	4	96	1	4
COc1ccc(-c2cc(-c3ccccc3)nc(SCC(=O)Nc3ncc(C)s3)c2C#N)cc1	-2.8	-36	0	2	73	nt	-8	75	-6	4
COc1cc(/C=N/S(=O)(=O)CCc2ccccc2)cc(OC)c1O	3.4	-14	3	1	93	nt	1	99	8	15
CC(C)(C)C(=O)CN1CCN(C2c3ccccc3-c3ccccc32)CC1	-0.9	-12	-4	3	96	nt	0	101	-2	6
O=C(CC1Oc2ccccc2NC1=O)NCCCN1CCOCC1 (stereo unspecified)	-0.8	-43	-2	-2	100	nt	-1	97	2	6
COc1ccc(CC(=O)NC(C)(C)C)cc1S(=O)(=O)N1CCOCC1	-0.3	-32	-5	-3	89	nt	1	85	12	17
CCn1c(SCC(=O)NC(=O)NCc2ccco2)nnc1-c1cccs1	-3.5	-47	-14	5	91	nt	nt	104	-2	1
CCN(C(=O)CSc1nc2cc(C(=O)OC)ccc2c(=O)n1Cc1ccco1)c1cccc(C)c1	0.7	-6	-4	3	51	14	nt	60	5	4
CC1CCc2c(sc3ncn4c(SCC(=O)NCc5ccco5)nnc4c23)C1 (stereo unspecified)	-2.3	-1	-16	4	72	-7	0	62	-12	40
COc1cc2c(cc1NC(=O)C(C)OC(=O)C1CC(=O)N(Cc3ccco3)C1)oc1ccccc12 (stereo unspecified)	-3.0	-34	-5	-3	86	-8	-1	89	14	19
N#C/C(=C\c1c(N2CCC(C(N)=O)CC2)nc2ccccn2c1=O)S(=O)(=O)c1ccccc1	0.7	-17	-2	-1	94	11	0	95	0	5
CCSc1ncc(/C=N/Nc2ccc(Cl)cc2)n1C	-5.1	95*	-9	9	60	-6	-1	58	-6	0
Fc1ccc(C2NC(=S)NC3=C2N2CCC3CC2)cc1 (stereo unspecified)	0.4	-19	-4	-1	103	-8	nt	96	-1	19
NNCCc1ccccc1	-0.8	-22	8	0	94	nt	nt	93	5	1
COc1ccc(C(=O)NCCc2nnc(SCC(=O)Nc3ccccc3C(C)C)n2C)cc1	-0.6	-40	-8	2	111	9	0	108	-10	9
O=C(O)CCCNS(=O)(=O)c1ccc(NCc2ccccc2)c(C(=O)O)c1	-0.6	14	-9	-3	94	6	0	91	-4	2
CC(C)OC(=O)CSc1nnc(CNc2ccc(Cl)cc2)n1Cc1ccccc1	-1.6	-42	nt	11	93	-6	nt	102	-3	8
Cc1cc(NC(=O)COC(=O)C2CCN(C(=O)c3ccc(Cl)cc3)CC2)no1	0.1	-6	-8	8	97	nt	-1	101	-3	9
Cc1cc(NC(=O)c2ccc(S(=O)(=O)Nc3ccccc3)cc2)no1	-0.5	-30	-15	-1	104	nt	nt	93	12	4
CCOC(=O)NN1C(=O)c2ccccc2NC1c1ccccc1 (stereo unspecified)	-1.9	-31	6	0	91	nt	-4	89	-5	5
Cc1ccc(NC(=O)COc2ccc(Br)cc2CO)cc1	-0.5	-13	-7	6	80	-2	-2	89	-14	14
Cn1cccc1CC(=O)NNC(=S)Nc1ccc(Cl)cc1Cl	-1.5	-10	-4	2	97	nt	-8	88	-6	28
CSCC[C@H](NC(=O)c1cc([N+](=O)[O-])ccc1Cl)c1nc2ccccc2[nH]1	-5.3	-31	1	3	73	nt	nt	80	13	14
CCCCn1c(N)c(N(CC)C(=O)c2ccc3c(c2)S(=O)(=O)c2ccccc2C3=O)c(=O)[nH]c1=O	-0.9	3	-12	2	99	18	1	98	-6	2
O=C(Nc1ccc2nc(-c3cccs3)[nH]c2c1)c1cccs1	-3.1	-10	-8	4	71	-7	-1	78	14	17
CC1=[N+]([O-])C(C)(C)CC(C)(C)c2ccccc21	-0.3	-69	-8	3	107	13	-2	101	13	8
O=C(O)C(Cc1cc2ccccc2[nH]1)N1C(=O)C2CC=C(Cl)CC2C1=O (stereo unspecified)	-2.7	-18	nt	0	97	2	nt	92	8	1
CC(C)(C)OC(=O)NC1CONC1=O (stereo unspecified)	3.1	-32	6	2	102	nt	-1	83	1	19
O=S(=O)(c1ccc(Br)cc1)N1CCCN(Cc2cccc(F)c2)CC1	-2.9	-39	4	3	83	-9	-2	77	-5	6
CCOC(=O)c1ccccc1NC(=O)CSc1nnc(Cc2cccn2C)n1-c1ccc(F)cc1	-3.8	-8	-7	9	82	nt	-4	90	-10	2
CCOCCCNC(=O)COc1ccc(OC)cc1	-1.1	-8	-7	0	99	50	-3	101	1	3
CC1Cc2nc(SCC(=O)Nc3ccc(F)cc3)n(C)c(=O)c2S1 (stereo unspecified)	-2.3	-28	7	1	98	-33	nt	103	2	6
CCOC(=O)c1c2c(c(=S)n(-c3ccccc3)c1N)CCC2	-3.7	-6	-14	3	66	nt	0	76	-29	3
Cc1ccc(N(CCC#N)C(=O)CCl)cc1C	-5.2	-29	3	2	16	26	-6	14	19	-2
CC(=O)Nc1cccc(-c2csc(Nc3cccc(C)n3)n2)c1	-1.6	-22	-14	-4	71	12	nt	81	-4	2
O=C(COC(=O)C1(c2ccccc2F)CCCC1)NCc1ccc2c(c1)OCO2	-2.7	-39	3	7	59	nt	1	64	10	12
Cc1c(C(=O)Nc2nc3ccccc3[nH]2)oc2ccccc12	-4.4	-46	-5	5	42	7	-1	36	24	6
c1ccc(Oc2cccc(OCCn3cncn3)c2)cc1	0.1	-62	-17	4	98	-72	0	92	9	29
Cc1cccc(-c2nc(CSCC(=O)NCCCN3CCOCC3)c(C)o2)c1	-1.9	-42	-15	1	87	nt	nt	84	2	2
CCCCn1c(SCC(=O)Nc2cc(C(F)(F)F)ccc2Cl)nnc1C(CC)N(C)C (stereo unspecified)	-2.8	-21	-1	6	84	-9	-5	88	1	4
Cc1c([N+](=O)[O-])cc(C(=O)Nc2ccc(Cc3ccncc3)cc2)cc1[N+](=O)[O-]	-1.1	2	-1	-3	89	36	nt	99	1	5
CC(OC(=O)C1CCN(S(=O)(=O)c2ccc(Cl)cc2)CC1)C(=O)N1CCc2ccccc21 (stereo unspecified)	-4.1	-56	-18	3	102	14	-2	95	-19	27
Cc1ccc(Oc2ccc(-c3nc(N)nc(N)n3)cc2)cc1	-1.5	-27	-11	1	94	-9	0	94	-15	22
O=C(CN1C(=O)CSC1=O)NC1CCCCC1	1.6	-35	-7	3	96	-12	nt	93	-3	8
COCCCn1c(C)nc2c(c1=O)c1nc3ccccc3nc1n2CCc1ccccc1	-0.6	16	-22	1	62	nt	0	73	-6	4
Cc1ccc2nc(NCCCO)nc(-c3ccccc3)c2c1	-2.4	-50	-11	5	26	0	1	23	15	12
CCOC(=O)c1c(C)c(C(=O)NCc2cccnc2)c(C)n1CC	-2.1	-28	-16	3	87	-1	1	92	13	5
CCC(C)NC(=O)C1CCC(=O)N1Cc1ccc(C)cc1 (stereo unspecified)	-1.2	-30	-10	3	97	8	0	85	4	21
CC1=C(C(=O)OCc2ccccc2)C(c2ccc(C(F)(F)F)cc2)NC(=O)N1CCCCCC(=O)O (stereo unspecified)	-2.4	-18	15	3	94	nt	nt	101	-3	8

Printed as active in BB579 growth dn, of those listed so far:
SMILES | BB579 growth dn | Yeast life ext | NPY-Y2 antag | E-sel TNF inh | Phagocytosis inh | GALR2 blocker | Measles CPE
CCSc1ncc(/C=N/Nc2ccc(Cl)cc2)n1C | 95* | -9 | 9 | -6 | -1 | -6 | 0
